GRK2 inh: human GRK2 inhibition via aptamer displacement | P25098 | inhibition of aptamer binding, % at 10 µM | AID 488847 | bead flow cytometry, FAM-aptamer displacement from GRK2 | 330,000 tested, 0.59% active;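 active means inhibition of aptamer binding above 40%, roughly 3 SD of noise, on plates passing a quality check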;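 further: median bead fluorescence of bound FAM aptamer so fluorescent compounds give negative values; no value below 0 was filed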
VLA-4 inh: inhibition in a human VLA-4 binding assay. P13612. VLA-4 expressing cells, ligand binding flow cytometry. inhibition, % (about 7 µM as worked out from the volumes in the protocol). 330,000 tested, 0.2% active. AID 2557; in the data active means inhibition above about 50%
Target sequence (P13612 whole entry, looked up): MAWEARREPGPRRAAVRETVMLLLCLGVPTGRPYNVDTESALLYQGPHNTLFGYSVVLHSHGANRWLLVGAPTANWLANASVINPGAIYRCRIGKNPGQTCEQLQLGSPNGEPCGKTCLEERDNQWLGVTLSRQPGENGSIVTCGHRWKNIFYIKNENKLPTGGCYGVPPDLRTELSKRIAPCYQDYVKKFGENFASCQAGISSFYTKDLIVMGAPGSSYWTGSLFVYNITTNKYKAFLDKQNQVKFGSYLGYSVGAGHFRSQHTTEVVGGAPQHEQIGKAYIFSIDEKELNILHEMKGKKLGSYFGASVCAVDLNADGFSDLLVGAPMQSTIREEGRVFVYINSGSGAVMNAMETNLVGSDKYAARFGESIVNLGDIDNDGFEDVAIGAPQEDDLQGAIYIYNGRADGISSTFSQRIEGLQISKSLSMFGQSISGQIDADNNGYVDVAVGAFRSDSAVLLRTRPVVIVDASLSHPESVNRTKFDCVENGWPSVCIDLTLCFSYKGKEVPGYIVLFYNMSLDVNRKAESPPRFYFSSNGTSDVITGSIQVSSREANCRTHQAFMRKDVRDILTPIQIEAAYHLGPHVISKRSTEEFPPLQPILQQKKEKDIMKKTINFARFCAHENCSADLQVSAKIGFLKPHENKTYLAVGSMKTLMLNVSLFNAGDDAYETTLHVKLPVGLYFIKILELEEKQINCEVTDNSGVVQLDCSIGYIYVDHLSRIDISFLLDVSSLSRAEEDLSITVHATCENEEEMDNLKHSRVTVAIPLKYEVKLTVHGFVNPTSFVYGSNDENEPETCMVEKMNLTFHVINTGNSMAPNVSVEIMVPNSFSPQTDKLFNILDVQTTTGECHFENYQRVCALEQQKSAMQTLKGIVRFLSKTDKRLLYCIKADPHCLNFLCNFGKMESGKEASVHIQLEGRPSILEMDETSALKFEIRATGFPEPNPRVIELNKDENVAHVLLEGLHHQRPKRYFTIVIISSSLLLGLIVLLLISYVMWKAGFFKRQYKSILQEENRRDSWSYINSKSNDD
AGP1 TOR yeast: modulators of TOR pathway AGP1-GFP in S. cerevisiae; GFP response vs DMSO, % at 10 µM; S. cerevisiae AGP1-GFP multiplex flow cytometry, 3 h; GFP as percent of DMSO wells; 320,000 tested, 0.02% active;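 active means GFP response relative to DMSO above a set limit, near screen average plus 3 SD, cut at about 150% in these data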;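 further: median GFP channel fluorescence of the gated AGP1 strain per well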
CR mimetic SO: yeast age-related superoxide inhibition as caloric restriction mimetic; 330,000 tested, 0.18% active; S. cerevisiae aged cells, superoxide DHE fluorescence; stronger effect = lower value; superoxide response (% of plate mean), % at 10 µM;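 active means superoxide response under a set limit, about three screen SD below normal, cut at about 65% in these data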;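 further: yeast aged for seven days with compound at 30 °C before DHE staining; 100% = average MFI of all compound-treated wells on the plate with controls excluded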
MCL1-BIM inh: inhibitors of human MCL1 binding to BIM-BH3 peptide; Q07820; GST-MCL1 / FITC-Bim-BH3 fluorescence polarization; AID 2057; inhibition, % at 10.9 µM; 320,000 tested, 0.68% active;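 active means inhibition above the mean inhibition of all tested compounds plus 3 SD, set per campaign, cut at about 40% in these data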;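 further: 0% = DMSO wells and 100% = unlabeled Bim-BH3 peptide control; higher means more loss of mP so more displacement of Bim peptide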
GLD-1 RNA inh: GLD-1-TGE RNA interaction inhibition (C. elegans). purified GLD-1 + fluorescein TGE RNA, fluorescence polarization. 320,000 tested, 0.44% active. inhibition, % at 5.96 µM;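 active means percent inhibition above a per-plate cutoff, the plate mean of test compounds plus 3 SD, cut at about 30% in these data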;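 further: 0% = DMSO wells with GLD-1 and probe and 100% = wells lacking GLD-1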
CIT2-GFP yeast: alters CIT2-GFP fluorescence in TOR pathway yeast screen. S. cerevisiae CIT2-GFP strain, flow cytometry, 3 h; 100 means same as DMSO wells. GFP response vs DMSO, % at 10 µM. 320,000 tested, 0.065% active;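 active means GFP response relative to DMSO above a set limit, near the screen mean plus 3 SD, cut at about 150% in these data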;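 further: ratio of well median GFP fluorescence to mean of DMSO wells on the plate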
BCLXL inh: Bcl-xL (human) inhibition | GST-Bcl-xL / FITC-Bim BH3 peptide fluorescence polarization | inhibition, % at 10.9 µM | 320,000 tested, 0.7% active | AID 2129;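 active means inhibition above the mean of all tested compounds plus 3 SD, cutoff set per campaign, cut at about 30% in these data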;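 further: 0% = DMSO wells and 100% = unlabeled Bim-BH3 peptide competitor; inhibitors lower millipolarization by displacing the labeled peptide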
MEX-5 binding: C. elegans MEX-5 TCR-2 RNA binding activity | Q9XUB2 | MEX-5/FITC-TCR2 RNA binding, fluorescence polarization; stronger effect = lower value | activity score (negative = inhibition of binding), % at 10 µM | 300,000 tested, 0.38% active;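 active means inhibition past about -25% in most replicates, and total fluorescence under double the plate's negative control median, limit read from the data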;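 further: 0% = DMSO and -100% = 5 µM competing unlabeled TCR2 RNA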
* marks the source's active call; other numbers are inactive results; nt = not tested or not shown.

SMILES	GRK2 inh	VLA-4 inh	AGP1 TOR yeast	CR mimetic SO	MCL1-BIM inh	GLD-1 RNA inh	CIT2-GFP yeast	BCLXL inh	MEX-5 binding
CC(C)C(NC(=O)c1c(F)cccc1F)C(=O)N1CCN(S(=O)(=O)c2ccc(F)cc2)CC1 (stereo not given)	1.0	15.5	105.1	93.1	1.8	8.9	103.8	1.0	nt
C/C(Cc1ccccc1)=N\NC(=O)CCCCCC(=O)N/N=C(\C)Cc1ccccc1	0.0	9.3	104.8	99.1	-0.4	-8.6	102.2	0.3	0.8
CN(C)S(=O)(=O)c1cccc(NS(=O)(=O)c2ccc(Cl)s2)c1	3.0	8.4	96.2	90.9	1.5	2.5	98.3	-2.4	1.5
O=C(COC(=O)c1ccccn1)NC12CC3CC(CC(C3)C1)C2	1.0	1.7	98.1	103.0	2.9	2.8	99.3	0.8	-0.3
COc1ccc(N(CC(=O)NC2CCCC2)C(=O)Cn2nnc(-c3ccc(F)cc3)n2)cc1	0.0	-3.9	101.4	105.4	-4.7	-1.0	100.5	-1.8	2.4
O=C1CCCc2nc3c(cc21)C(O)Oc1c-3ccc2ccccc12 (stereo not given)	0.0	-0.5	83.9	119.5	4.2	-5.6	89.8	6.7	0.9
O=C(Cn1c(-c2ccccn2)nc2ccccc21)N/N=C/c1ccccn1	0.0	5.5	107.3	85.3	3.7	3.4	106.5	-0.1	-2.2
COCc1cc(NCc2ccc(Cl)cc2)nc(C)n1	1.0	-8.4	106.5	74.8	-5.3	0.7	109.6	-0.3	2.6
Cc1ccc(C(=O)N/N=C\c2ccc3c(c2)OCO3)cn1	2.0	14.6	104.1	105.4	1.8	1.2	99.0	3.4	-0.9
CC(C)CC(=O)Nc1nc2ccc(S(=O)(=O)N3CCOCC3)cc2s1	1.0	1.0	97.1	123.0	3.8	-2.7	91.6	4.5	-0.4
Cc1ccccc1OCc1nc2ccccc2c(=O)n1N	0.0	5.0	93.8	96.5	6.4	1.5	83.5	5.6	1.9
O=C(CNS(=O)(=O)c1ccccc1)OCC(=O)c1ccc(OC(=O)c2ccccc2)cc1	3.0	-5.1	116.0	110.8	0.3	0.0	112.5	-0.3	-0.5
COc1ccc(Cn2cnc3c([N+](=O)[O-])c(C)c(C)cc32)cc1	3.0	18.4	100.6	107.2	-4.9	0.3	97.8	-1.1	2.8
Cc1ccc(C(=O)N2CCC(C(=O)NC3CCCC3)CC2)cc1	4.0	-11.2	101.4	95.4	-2.4	-2.3	97.9	-1.1	-1.5
COc1ccc(CN2C(=O)c3cccnc3C2=O)cc1S(=O)(=O)N1CCOc2ccc(C)cc21	1.0	4.8	96.6	112.0	1.9	-2.6	95.6	-3.1	-0.7
CCOC(=O)N1CCN(C(=O)C(NS(=O)(=O)c2cccc3nsnc23)c2ccccc2)CC1 (stereo not given)	12.0	-4.9	107.3	80.2	9.7	-5.1	104.8	23.3	1.8
Cc1ccsc1CN(C)C(=O)CCc1nnc(COc2ccccc2)o1	3.0	4.1	99.7	105.5	1.9	-0.8	101.3	0.9	0.3
CC(C)c1ccc(NC(=O)c2ccc(NC3=NC4CS(=O)(=O)CC4S3)cc2)cc1 (stereo not given)	0.0	-10.7	108.3	103.5	7.2	10.4	99.4	5.9	1.2
CCN(CC)C(=O)CSc1nc(O)cc(=O)n1-c1ccccc1OC	0.0	9.3	99.3	88.6	-4.6	3.0	100.7	-0.4	3.3
CCCn1c(=O)c2ccccc2n2c(SCC(=O)/C(C#N)=C(\C)N)nnc12	3.0	1.2	102.2	103.1	0.1	-4.1	106.0	4.9	1.3

11 entries already listed, ordered by number of heavy atoms, low to high.
SMILES	GRK2 inh	VLA-4 inh	AGP1 TOR yeast	CR mimetic SO	MCL1-BIM inh	GLD-1 RNA inh	CIT2-GFP yeast	BCLXL inh	MEX-5 binding
COCc1cc(NCc2ccc(Cl)cc2)nc(C)n1	1.0	-8.4	106.5	74.8	-5.3	0.7	109.6	-0.3	2.6
Cc1ccccc1OCc1nc2ccccc2c(=O)n1N	0.0	5.0	93.8	96.5	6.4	1.5	83.5	5.6	1.9
CN(C)S(=O)(=O)c1cccc(NS(=O)(=O)c2ccc(Cl)s2)c1	3.0	8.4	96.2	90.9	1.5	2.5	98.3	-2.4	1.5
O=C(COC(=O)c1ccccn1)NC12CC3CC(CC(C3)C1)C2	1.0	1.7	98.1	103.0	2.9	2.8	99.3	0.8	-0.3
CC(C)CC(=O)Nc1nc2ccc(S(=O)(=O)N3CCOCC3)cc2s1	1.0	1.0	97.1	123.0	3.8	-2.7	91.6	4.5	-0.4
Cc1ccsc1CN(C)C(=O)CCc1nnc(COc2ccccc2)o1	3.0	4.1	99.7	105.5	1.9	-0.8	101.3	0.9	0.3
O=C(Cn1c(-c2ccccn2)nc2ccccc21)N/N=C/c1ccccn1	0.0	5.5	107.3	85.3	3.7	3.4	106.5	-0.1	-2.2
C/C(Cc1ccccc1)=N\NC(=O)CCCCCC(=O)N/N=C(\C)Cc1ccccc1	0.0	9.3	104.8	99.1	-0.4	-8.6	102.2	0.3	0.8
O=C(CNS(=O)(=O)c1ccccc1)OCC(=O)c1ccc(OC(=O)c2ccccc2)cc1	3.0	-5.1	116.0	110.8	0.3	0.0	112.5	-0.3	-0.5
CC(C)C(NC(=O)c1c(F)cccc1F)C(=O)N1CCN(S(=O)(=O)c2ccc(F)cc2)CC1 (stereo not given)	1.0	15.5	105.1	93.1	1.8	8.9	103.8	1.0	nt
COc1ccc(CN2C(=O)c3cccnc3C2=O)cc1S(=O)(=O)N1CCOc2ccc(C)cc21	1.0	4.8	96.6	112.0	1.9	-2.6	95.6	-3.1	-0.7

Compound profiles, from the list above. Values in the order: GRK2 inh	VLA-4 inh	AGP1 TOR yeast	CR mimetic SO	MCL1-BIM inh	GLD-1 RNA inh	CIT2-GFP yeast	BCLXL inh	MEX-5 binding
`CC(C)C(NC(=O)c1c(F)cccc1F)C(=O)N1CCN(S(=O)(=O)c2ccc(F)cc2)CC1` (stereo not given) across the screens: 1.0	15.5	105.1	93.1	1.8	8.9	103.8	1.0	nt
`COCc1cc(NCc2ccc(Cl)cc2)nc(C)n1` across the screens: 1.0	-8.4	106.5	74.8	-5.3	0.7	109.6	-0.3	2.6

New compounds follow:
SMILES	GRK2 inh	VLA-4 inh	AGP1 TOR yeast	CR mimetic SO	MCL1-BIM inh	GLD-1 RNA inh	CIT2-GFP yeast	BCLXL inh	MEX-5 binding
COc1ccc(CCNC(=O)c2sc(=S)n(C)c2N)cc1	0.0	-15.6	92.7	102.2	2.8	-4.2	84.5	2.7	-0.6
CC(C)(C)NC(=O)CN(C(=O)CSc1nnc(COc2ccccc2)o1)c1cccc(F)c1	5.0	7.3	116.7	96.4	0.3	0.9	102.7	3.7	-2.5
Cc1c(C(=O)NCc2ccc3c(c2)OCO3)sc2nc(-c3ccccc3)cn12	0.0	8.9	102.5	105.0	1.4	7.7	105.3	2.9	0.1
CCOc1ccc(Oc2cc(C)nc(SC)n2)nn1	8.0	3.2	98.5	106.4	-1.1	0.4	98.5	-2.2	1.6
CC(=O)OC(C(=O)NCc1ccco1)c1cccnc1 (stereo not given)	0.0	2.5	110.9	87.3	13.0	12.1	116.7	8.3	-0.7
COc1ccccc1N1CCN(CCCCCCOc2ccc(F)cc2)CC1	0.0	15.6	110.0	109.5	7.4	3.5	113.3	2.7	-1.4
COC(=O)c1ccc(CSc2nnc3sc4ccccc4n23)o1	1.0	4.3	95.8	103.6	-1.8	0.6	93.2	-5.3	0.0
Cc1nc2ccccc2c(=O)n1NC(=O)c1ccc(Cl)cc1	0.0	-21.2	86.3	120.8	4.1	-16.4	94.8	8.7	1.6
O=C(CC12CC3CC(CC(C3)C1)C2)NC(=S)Nc1ccc(CN2CCOCC2)cc1	0.0	29.8	96.2	89.8	0.2	4.1	96.8	-0.1	1.1
COC(=O)c1ccc(NC(=O)Nc2ccccc2F)cc1	2.0	2.5	96.9	94.0	-1.9	3.0	98.0	-5.1	0.8
Cc1noc(C)c1COc1ccc(C(=O)Nc2ccccc2)cc1	0.0	0.0	93.9	101.5	3.3	6.6	84.7	3.4	-1.4
CCC1(C)NC(=O)N(CC(=O)Nc2cc(C)on2)C1=O (stereo not given)	3.0	-5.7	96.9	122.0	nt	5.8	86.0	nt	nt
C=CCOC(=O)C1=C[C@H](c2csc3ccccc23)C[C@H](OCc2ccc(CO)cc2)O1	nt	nt	nt	nt	-5.3	-7.2	nt	1.1	2.0
CCC(=O)N1CCC(C(N)=O)(N2CCCCC2)CC1	2.0	6.2	78.1	108.1	0.9	-8.7	88.0	0.0	-3.3
CC(C)Oc1ccc(CN2CCCC(CO)(Cc3ccc(F)cc3)C2)cc1 (stereo not given)	0.0	-2.3	100.6	100.8	46.4*	5.2	100.3	35.6*	0.8
CCOc1ccc(N(CC(=O)NCc2ccco2)S(=O)(=O)c2ccc(OC)c(OC)c2)cc1	9.0	3.8	nt	95.7	-3.0	13.8	90.8	-0.8	1.5
O=Cc1c(N2CCCCCC2)nc2ccccn2c1=O	0.0	4.4	93.8	84.3	-5.6	4.5	98.7	0.3	1.0
C/C(=N\OC(=O)c1ccc(Cl)cc1)c1sc(-c2ccccc2)nc1C	0.0	3.1	90.2	93.2	-7.6	-12.2	84.3	-3.7	-3.0
C=CCNc1nc(SCC=C)nc2ccsc12	1.0	-4.9	97.9	94.0	5.4	-3.6	106.4	7.7	2.9
CC1(C)CC(=O)c2cnc(NC3CC3)nc2C1	0.0	5.8	98.6	86.6	7.9	2.3	96.0	3.6	0.4
COc1ccc(Cl)cc1CSc1n[nH]c(C)n1	0.0	0.7	97.4	119.8	1.9	1.5	98.0	-3.5	-0.1
CN1CCN(C(=O)c2ccccc2NC(=O)c2ccc(C(C)(C)C)cc2)CC1	0.0	-18.2	101.9	118.3	-2.4	0.3	104.6	3.3	-0.6
Cc1cc(C)nc(SCC(N)=O)n1	0.0	2.6	107.2	92.9	-2.3	9.0	97.0	-3.2	1.0
CCCCOc1ccc(C(=O)NCC(=O)N2CC=C(c3ccccc3)CC2)cc1	3.0	13.8	97.4	108.7	3.8	5.0	95.6	2.4	1.8
C/C=C/C=N/NC(=O)CN(c1ccc(Br)cc1)S(=O)(=O)c1ccccc1	2.0	21.7	101.7	112.1	6.7	1.3	101.3	4.2	-0.4
Cc1cc(NC(=O)Nc2cc(Cl)sc2Cl)no1	1.0	2.0	90.5	122.3	0.2	4.2	103.9	-0.4	-0.8
O=C(CC1CCCCC1)NCc1ccc(Cl)cc1	3.0	11.7	94.3	113.1	-4.4	3.3	96.8	1.5	0.4
O=C(O)/C=C/C(=O)Nc1ccc(S(=O)(=O)N2CCCC2)cc1	0.0	27.9	96.2	96.0	-3.6	0.2	99.5	11.5	0.7
CC1(C)CC(=O)N(c2cccc(Cl)c2)C(=O)C1	0.0	-2.7	96.5	98.6	-4.5	-13.9	96.8	-0.9	-1.1
CN(CC(=O)Nc1ccc(F)cc1)C(=O)Cn1c(=O)oc2ccccc21	1.0	10.2	98.7	88.5	-8.6	-8.1	95.2	-0.8	nt
NC(=O)C1CCN(CCC(=O)Nc2ccc(Br)cc2)CC1	0.0	-12.2	99.9	104.3	4.6	7.2	103.5	1.8	-1.0
CS(=O)(=O)c1ccc(NC(=O)CCN2C(=O)C3CCCCC3C2=O)cc1 (stereo not given)	0.0	9.4	115.1	97.9	-10.0	1.8	106.2	-1.6	1.3

Screening results from PubChem BioAssay.
